From PubChem BioAssay
NR2E3 ag-1: NR2E3 agonists in two-hybrid cells, primary screen, cell-based, luminescence, CHO-S, Gal4-NCOR/VP16-NR2E3 | AID 602229, 2012 | luciferase | 0.35% of 360,000 active | inhibition of corepressor binding, % at 3.98 µM;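 active means inhibition above the mean of all tested compounds plus 3 SD, cut at about 70% in these data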;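 further: 0% = DMSO with NR2E3 transfected cells and 100% = cells lacking NR2E3 construct; higher means lower luciferase signal from less NR2E3 corepressor binding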
Target sequence (Q9Y5X4 whole entry, looked up, the tested form may be a part): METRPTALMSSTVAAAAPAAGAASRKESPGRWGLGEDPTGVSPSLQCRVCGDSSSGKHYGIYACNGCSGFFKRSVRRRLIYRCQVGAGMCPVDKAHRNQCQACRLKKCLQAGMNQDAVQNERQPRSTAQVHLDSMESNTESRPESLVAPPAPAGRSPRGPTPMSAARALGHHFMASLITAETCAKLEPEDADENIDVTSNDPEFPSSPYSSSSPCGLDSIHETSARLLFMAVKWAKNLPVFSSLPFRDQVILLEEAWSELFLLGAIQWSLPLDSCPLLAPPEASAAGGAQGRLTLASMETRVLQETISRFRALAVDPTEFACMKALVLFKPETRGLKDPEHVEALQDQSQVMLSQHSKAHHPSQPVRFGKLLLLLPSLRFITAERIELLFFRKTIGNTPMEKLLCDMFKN
MITF TRPM1 inh: inhibitors of MITF-dependent TRPM1 promoter reporter, primary screen, cell-based, SK-MEL-5, single point, luciferase | SK-MEL-5 TRPM1 promoter luciferase, 24 h | inhibition, % at 12.5 µM | 0.83% of 330,000 active;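 active means mean inhibition across replicates of 60% or more, whatever share of single replicates reaches that level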; further: values of inactives mirror those of a sister screen read the other way
hiPSC survival: enhancers of single-cell hiPSC survival, primary screen, ATPlite luminescence. 0.044% of 360,000 active. AID 602274, 2012. survival enhancement, % at 20 µM. 100% = ROCK inhibitor wells, 0% = DMSO; in the data active means survival enhancement above about 18%;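 further: cells exposed to compounds for 16 hours before the ATP read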
Shn3 inh set2: reduction of Shn3 3'UTR firefly luciferase signal, primary screen, Schnurri-3 inhibitor project, cell-based, Clone20 osteoblasts, set 2 | Clone20 osteoblast Shn3 3'UTR firefly luciferase, 24 h | inhibition, % at 12.5 µM | 0.52% of 360,000 active | AID 588674, 2011;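 active means mean inhibition of at least 75% with every replicate also reaching 75%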;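 further: 0% = median of neutral control wells and 100% = pilot-screen positive control compound; some compounds past the cut are filed as inactive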
NR2E3 ag-2: inhibitors of NR2E3-RetCOR corepressor binding, primary screen, NR2E3 agonist project, biochemical, TR-FRET, GST-NR2E3, biotin-RetCOR; Photoreceptor-specific nuclear receptor (Homo sapiens), Q9Y5X4; 1536-well; inhibition of corepressor binding, % at 4.78 µM; 0.12% of 320,000 active; AID 2300, 2010;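 active means percent inhibition above the cutoff of mean plus 3 SD of all tested compounds, set per screening campaign, cut at about 20% in these data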;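 further: 0% = DMSO wells and 100% = biotin wells as full block of FRET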
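Test system – NR2E3–RetCOR corepressor complex · Quantity – NR2E3 fusion 1.35 nM · Buffer or medium – Tris pH 7.5 · Incubation – Compound–protein incubation for 5 h at 4 °C · Technique – TR-FRET, Eu(K)-anti-GST donor, streptavidin-D2 acceptor, ex 340, em 617/671 nm · Evaluation – percent inhibition of 671/617 nm emission ratio versus biotin and DMSO controls · Plate – 1536-well format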
HIF-2a inh: HIF-2a reporter inhibitors, primary screen, luminescence, 786-0 RCC cells | 0.72% of 360,000 active | AID 624352, 2012 | inhibition, % at 18.8 µM | 786-0 RCC cells HIF-2a reporter, luciferase luminescence, overnight;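 active means inhibition of the luminescence signal of 40% or more relative to plate controls, in a single-dose primary screen at 18.75 µM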
m5-HT2A agonist: mouse Htr2a agonists via beta-arrestin recruitment, primary screen, cell-based, luminescence; CHO-K1 mHTR2A beta-arrestin complementation; percent of 30 µM serotonin response; AID 624169, 2012; 5-hydroxytryptamine receptor 2A (Mus musculus), P35363; 0.66% of 360,000 active; activation, % at 7.6 µM;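 active means activation above a run cutoff, the mean activation of all tested compounds plus 3 SD, cut at about 14% in these data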;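 further: 0% = plate median of compound wells and 100% = 30 µM serotonin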
Target sequence (P35363 whole entry, looked up): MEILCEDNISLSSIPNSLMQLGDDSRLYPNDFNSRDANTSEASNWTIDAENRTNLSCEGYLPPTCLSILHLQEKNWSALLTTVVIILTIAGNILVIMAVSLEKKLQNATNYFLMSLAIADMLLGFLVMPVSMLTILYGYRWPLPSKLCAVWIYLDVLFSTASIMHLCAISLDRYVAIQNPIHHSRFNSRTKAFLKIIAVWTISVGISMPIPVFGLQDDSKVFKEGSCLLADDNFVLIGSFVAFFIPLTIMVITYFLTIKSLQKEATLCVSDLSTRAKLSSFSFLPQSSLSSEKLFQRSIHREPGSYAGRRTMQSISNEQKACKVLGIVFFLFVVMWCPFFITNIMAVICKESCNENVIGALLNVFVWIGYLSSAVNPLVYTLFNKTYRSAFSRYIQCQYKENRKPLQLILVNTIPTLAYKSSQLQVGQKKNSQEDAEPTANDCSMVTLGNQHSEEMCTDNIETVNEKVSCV
PDI turbidity: inhibitors of human PDI, primary screen, biochemical, turbidity, single point, plate reader | inhibition, % at 10 µM | 0.052% of 350,000 active | Protein disulfide-isomerase (Homo sapiens), P07237 | PDI insulin aggregation turbidity, A650, 90 min | AID 588391, 2011;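 active means mean inhibition across replicates of 30% or more, whatever share of single replicates reach that level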;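 further: absorbance from insulin aggregation driven by PDI reduction with DTT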
Peg3 prom inh: Peg3 promoter-driven luciferase inhibitors, primary screen, cell-based, HeLa, luciferase luminescence; HeLa PEG-Prom luciferase reporter, overnight; inhibition, % at 20 µM; 1.7% of 360,000 active; AID 588405, 2011;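 active means inhibition of at least 50% at 20 µM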
H9c2 protect: cardioprotection against H2O2-induced cell death, primary screen, uHTS, H9c2 cells, ATPLite luminescence | 0.63% of 360,000 active | H9c2 cardiomyocytes, H2O2 injury protection, 2 h | protection from H2O2 cell death, % at 20 µM | AID 588492, 2011;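 active means compounds giving at least 50% protection of heart cells from peroxide-induced death in the single-dose screen, raw or plate-pattern-corrected value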;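 further: 0% = DMSO wells with peroxide and 100% = DMSO wells without peroxide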
CaV13 ICDI inh: Disruptors of the CACNA1D IQ motif to Ca2+-dependent inactivation inhibitor domain association, primary screening, Förster resonance energy transfer in intact living …; HEK cells, CFP/YFP FRET ICDI-IQ, plate reader, 10 min; percent FRET-ratio fall versus neutral wells; inhibition, % at 12.3 µM; 0.098% of 340,000 active; AID 743397;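 active means mean replicate inhibition of at least 30% and at least 1% of replicates passing that level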;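 further: 0% = median of the neutral control wells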
* hit, by the source's call.

Results for CC(=O)c1ccc(N2C(=O)[C@@H]3C(CCC(N)=O)NC4(C(=O)Nc5c4ccc(Cl)c5C)[C@@H]3C2=O)cc1 (stereo partly drawn) ?
NR2E3 ag-1: -2.4; MITF TRPM1 inh: 12.8; hiPSC survival: -0.4; Shn3 inh set2: 4.9; NR2E3 ag-2: 0.5; HIF-2a inh: 5.7; m5-HT2A agonist: -0.7; PDI turbidity: 5.0; Peg3 prom inh: 16.9; H9c2 protect: 4.6; CaV13 ICDI inh: -5.2

Results for O=C(Cc1cccs1)Nc1ccc(-c2nc3ccccc3[nH]2)cc1 ?
NR2E3 ag-1: -63.3; MITF TRPM1 inh: -33.2; hiPSC survival: -2.7; Shn3 inh set2: -67.1; NR2E3 ag-2: 2.9; HIF-2a inh: -158.1; m5-HT2A agonist: -5.7; PDI turbidity: 0.6; Peg3 prom inh: -111.5; H9c2 protect: -19.2; CaV13 ICDI inh: -4.5

How did O=C(O)c1cc(S(=O)(=O)Nc2cc(Cl)ccc2Oc2ccccc2)ccc1O do in these assays?
NR2E3 ag-1: 18.4; MITF TRPM1 inh: 7.7; hiPSC survival: 2.7; Shn3 inh set2: -7.9; NR2E3 ag-2: 0.8; HIF-2a inh: 12.2; m5-HT2A agonist: -12.1; PDI turbidity: 10.7; Peg3 prom inh: 8.7; H9c2 protect: -3.3; CaV13 ICDI inh: -6.1

How did CNC(=S)N1CCN(c2ccccc2OC)CC1 do in these assays?
NR2E3 ag-1: 25.1; MITF TRPM1 inh: -1.0; hiPSC survival: -3.0; Shn3 inh set2: -0.2; NR2E3 ag-2: 1.5; HIF-2a inh: 4.1; m5-HT2A agonist: -3.0; PDI turbidity: -2.8; Peg3 prom inh: 8.6; H9c2 protect: 4.0; CaV13 ICDI inh: -4.4

Results for CCOC(=O)/C=C/C(=O)Nc1ccccc1-c1ccccc1NC(=O)/C=C/C(=O)OCC ?
NR2E3 ag-1: 46.8; MITF TRPM1 inh: 13.5; hiPSC survival: 10.8; Shn3 inh set2: 64.4; NR2E3 ag-2: -4.0; HIF-2a inh: 54.8*; m5-HT2A agonist: 4.7; PDI turbidity: 1.3; Peg3 prom inh: 69.7*; H9c2 protect: -1.1; CaV13 ICDI inh: -4.9

How did Nc1c(C(=O)CSc2nnc(-c3ccccc3F)o2)c(=O)[nH]c(=O)n1C1CC1 do in these assays?
NR2E3 ag-1: -39.5; hiPSC survival: -0.3; Shn3 inh set2: -44.0; NR2E3 ag-2: 1.5; HIF-2a inh: 13.4; m5-HT2A agonist: -5.5; PDI turbidity: 0.7; Peg3 prom inh: 4.5; H9c2 protect: -6.5; CaV13 ICDI inh: -7.2

How did CCNC(=S)N1CCN(c2cccc(C(F)(F)F)c2)CC1 do in these assays?
NR2E3 ag-1: -12.7; MITF TRPM1 inh: 0.6; hiPSC survival: 1.8; Shn3 inh set2: 8.3; NR2E3 ag-2: 1.5; HIF-2a inh: 6.4; m5-HT2A agonist: -3.3; PDI turbidity: 1.5; Peg3 prom inh: -18.6; H9c2 protect: -0.6; CaV13 ICDI inh: -14.8

What do the screens show for `COc1ccc(S(=O)(=O)N(CC(=O)NC2CC2)C2CCCCC2)cc1Cl`?
NR2E3 ag-1: -7.4; MITF TRPM1 inh: -7.4; hiPSC survival: 1.5; Shn3 inh set2: 3.3; NR2E3 ag-2: -0.8; HIF-2a inh: 8.1; m5-HT2A agonist: 2.8; PDI turbidity: -5.2; Peg3 prom inh: 18.6; H9c2 protect: -1.7; CaV13 ICDI inh: -4.8

What do the screens show for `O=C(COc1ccc(Cl)cc1)NCC(=O)N/N=C/c1cccs1`?
NR2E3 ag-1: -8.8; MITF TRPM1 inh: 2.0; hiPSC survival: -2.5; Shn3 inh set2: 8.6; NR2E3 ag-2: -3.7; HIF-2a inh: 8.3; m5-HT2A agonist: 6.4; PDI turbidity: 5.1; Peg3 prom inh: -0.8; H9c2 protect: -3.5; CaV13 ICDI inh: -2.7

What do the screens show for `COc1ccc(-c2cn(CCC(=O)O)c(C)n2)cc1`?
NR2E3 ag-1: -15.4; MITF TRPM1 inh: -14.0; hiPSC survival: 3.2; Shn3 inh set2: -11.0; NR2E3 ag-2: 0.7; HIF-2a inh: 12.9; m5-HT2A agonist: -5.2; PDI turbidity: 2.7; Peg3 prom inh: -128.0; H9c2 protect: 10.0; CaV13 ICDI inh: -5.1

Results for COc1ccc(C(=O)/C(C)=N/O)cc1OC ?
NR2E3 ag-1: -9.3; MITF TRPM1 inh: 9.5; hiPSC survival: -2.0; Shn3 inh set2: -27.1; NR2E3 ag-2: 2.5; HIF-2a inh: 16.9; m5-HT2A agonist: 4.7; PDI turbidity: -4.1; Peg3 prom inh: 5.7; H9c2 protect: -5.2; CaV13 ICDI inh: -8.6

How did C=CCNC(=S)N(CC=C)C1CCS(=O)(=O)C1 (stereo not drawn) do in these assays?
NR2E3 ag-1: 28.5; MITF TRPM1 inh: 7.9; hiPSC survival: 5.1; Shn3 inh set2: -20.0; NR2E3 ag-2: 5.5; HIF-2a inh: 15.9; m5-HT2A agonist: 3.3; PDI turbidity: -1.5; Peg3 prom inh: -2.8; H9c2 protect: 3.3; CaV13 ICDI inh: -20.1

How did Brc1ccc(CN2CCN(c3ccccn3)CC2)s1 do in these assays?
NR2E3 ag-1: 15.2; MITF TRPM1 inh: -6.7; hiPSC survival: -3.1; Shn3 inh set2: 8.3; NR2E3 ag-2: -1.1; HIF-2a inh: -34.2; m5-HT2A agonist: 29.5*; PDI turbidity: 2.3; Peg3 prom inh: -21.8; H9c2 protect: -5.6; CaV13 ICDI inh: -7.8

What do the screens show for `CCN1C(=O)[C@H]2[C@@H](c3ccc(C)cc3)N3C(=O)N(c4ccccc4)C(=O)[C@@]3(CC)[C@H]2C1=O`?
NR2E3 ag-1: 14.1; MITF TRPM1 inh: -25.9; hiPSC survival: 1.8; Shn3 inh set2: -80.4; NR2E3 ag-2: 0.8; HIF-2a inh: -106.6; m5-HT2A agonist: 0.3; PDI turbidity: 0.5; Peg3 prom inh: -58.0; H9c2 protect: 1.1; CaV13 ICDI inh: -10.1

Results for Cc1cc(Cl)ccc1C(=O)C1CCCN(C(=O)c2snnc2C)C1 (stereo not drawn) ?
NR2E3 ag-1: -19.4; MITF TRPM1 inh: 0.4; hiPSC survival: 0.8; Shn3 inh set2: 15.6; NR2E3 ag-2: 0.9; HIF-2a inh: 11.2; m5-HT2A agonist: -3.7; PDI turbidity: -0.2; Peg3 prom inh: 1.0; H9c2 protect: -1.3; CaV13 ICDI inh: -4.6

What do the screens show for `O=C(NCc1ccccc1)NC12CC3CC(CC(C3)C1)C2`?
NR2E3 ag-1: 3.5; MITF TRPM1 inh: -3.8; hiPSC survival: 0.5; Shn3 inh set2: 8.2; NR2E3 ag-2: 2.5; HIF-2a inh: 13.1; m5-HT2A agonist: -2.7; PDI turbidity: 4.1; Peg3 prom inh: 8.4; H9c2 protect: -1.6; CaV13 ICDI inh: -5.0

How did O=C(c1cccc2ccccc12)N1CCN(Cc2ccccc2F)CC1 do in these assays?
NR2E3 ag-1: -0.4; MITF TRPM1 inh: 1.7; hiPSC survival: 0.9; Shn3 inh set2: 24.6; HIF-2a inh: 15.8; m5-HT2A agonist: -3.3; PDI turbidity: -3.7; Peg3 prom inh: 22.1; H9c2 protect: 1.0; CaV13 ICDI inh: -5.5

How did O=C(O)CC/C(=N\NC(=O)c1ccccc1Br)c1ccccc1 do in these assays?
NR2E3 ag-1: -57.4; MITF TRPM1 inh: 3.2; hiPSC survival: 3.1; Shn3 inh set2: 1.6; NR2E3 ag-2: -1.8; HIF-2a inh: 20.8; m5-HT2A agonist: 1.9; PDI turbidity: 1.4; Peg3 prom inh: 11.7; H9c2 protect: -1.4; CaV13 ICDI inh: -3.5

How did CCCNC(=O)c1onc(CSc2ccc(F)cc2)c1C(=O)NCC1CC1 do in these assays?
NR2E3 ag-1: -35.3; MITF TRPM1 inh: -1.2; hiPSC survival: -2.1; Shn3 inh set2: 1.0; NR2E3 ag-2: 4.3; HIF-2a inh: 23.9; m5-HT2A agonist: -0.8; PDI turbidity: -1.1; Peg3 prom inh: 0.6; H9c2 protect: -0.1; CaV13 ICDI inh: -5.9

What do the screens show for `Cc1cc(NC(=O)CN2C(=O)c3ccccc3C2=O)no1`?
NR2E3 ag-1: -0.3; MITF TRPM1 inh: 5.5; hiPSC survival: 0.8; Shn3 inh set2: 1.8; NR2E3 ag-2: -5.7; HIF-2a inh: 18.2; m5-HT2A agonist: 1.1; PDI turbidity: -5.3; Peg3 prom inh: 9.1; H9c2 protect: 3.2; CaV13 ICDI inh: -4.3

How did CC(NC(=O)COC(=O)c1cc([N+](=O)[O-])ccc1N1CCOCC1)c1ccccc1 (stereo not drawn) do in these assays?
NR2E3 ag-1: -41.0; MITF TRPM1 inh: 9.3; hiPSC survival: 0.5; Shn3 inh set2: 0.1; NR2E3 ag-2: -1.4; HIF-2a inh: 12.4; m5-HT2A agonist: -7.2; PDI turbidity: -1.1; Peg3 prom inh: 15.4; H9c2 protect: -4.5; CaV13 ICDI inh: -7.4

What do the screens show for `Cc1ccc(OC(C)C(=O)Nc2ccc3c(c2)n(C)c(=O)n3C)c(C)c1` (stereo not drawn)?
NR2E3 ag-1: 10.4; MITF TRPM1 inh: 2.9; hiPSC survival: 1.1; Shn3 inh set2: 6.9; HIF-2a inh: 24.3; m5-HT2A agonist: -2.3; PDI turbidity: 3.9; Peg3 prom inh: 25.6; H9c2 protect: 5.3; CaV13 ICDI inh: -19.7

Results for C=CC[C@@H](CC(=O)N(CCO)Cc1ccccc1)C(=O)N[C@@H](C)COC(=O)[C@@H](CC=C)CC(=O)OC(C)(C)C ?
NR2E3 ag-1: -12.5; MITF TRPM1 inh: 0.1; hiPSC survival: -3.6; Shn3 inh set2: 1.9; HIF-2a inh: 0.8; m5-HT2A agonist: 5.0; PDI turbidity: 0.9; Peg3 prom inh: 9.1; H9c2 protect: 5.2; CaV13 ICDI inh: -6.0
